PAD4 inh: inhibitors of human PAD4; Q9UM07; recombinant PAD4, RCA probe fluorescence polarization; inhibition, % at 6.36 µM; hit rate 0.41% among 330,000;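 active = percent inhibition above a cutoff equal to the mean of all tested compounds plus 3 SD, cut at about 15% in these data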;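 note: 0% = PAD4 with RCA probe and DMSO and 100% = probe without PAD4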
MCL1-BIM inh: MCL1-BIM-BH3 interaction inhibition (human) | AID 2057 | hit rate 0.68% among 320,000 | inhibition, % at 10.9 µM | GST-MCL1 / FITC-Bim-BH3 fluorescence polarization | Q07820;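 active = inhibition above the mean inhibition of all tested compounds plus 3 SD, set per campaign, cut at about 40% in these data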;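 note: 0% = DMSO wells and 100% = unlabeled Bim-BH3 peptide control; higher means more loss of mP so more displacement of Bim peptide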
PME-1 primary: blocks human protein phosphatase methylesterase 1; hit rate 0.53% among 320,000; recombinant PME-1, FP-Rh probe fluorescence polarization; inhibition, % at 5.9 µM; AID 2130; Q9Y570;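 active = inhibition above the campaign mean of all compounds plus 3 SD, cut at about 26% in these data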;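 note: competitive labeling of PME-1 active site by serine hydrolase directed probe; 0% = PME-1 with DMSO and 100% = wells lacking PME-1 enzyme; inhibitors block probe labeling so polarization falls and inhibition rises; many of its hits are not listed in these tables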
Target sequence (Q9Y570 whole entry, looked up): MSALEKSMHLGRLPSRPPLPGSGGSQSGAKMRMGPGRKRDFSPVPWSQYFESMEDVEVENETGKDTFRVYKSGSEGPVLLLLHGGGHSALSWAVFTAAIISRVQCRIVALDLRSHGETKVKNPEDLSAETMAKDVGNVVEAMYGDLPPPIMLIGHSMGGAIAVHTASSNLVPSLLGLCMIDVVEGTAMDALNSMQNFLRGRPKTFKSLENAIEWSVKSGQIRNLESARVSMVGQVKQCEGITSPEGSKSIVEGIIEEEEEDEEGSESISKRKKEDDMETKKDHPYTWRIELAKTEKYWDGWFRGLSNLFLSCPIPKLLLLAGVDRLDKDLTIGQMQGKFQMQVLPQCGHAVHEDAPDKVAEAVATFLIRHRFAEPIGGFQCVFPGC
TPT1 inh: inhibitors of Candida albicans tRNA 2'-phosphotransferase TPT1; hit rate 0.81% among 300,000; AID 1962; inhibition, % at 5 µM; recombinant caTPT1, FP RNA substrate dephosphorylation;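 active = inhibition above the mean of all tested compounds plus 3 SD, set per screening campaign, cut at about 24% in these data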;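 note: plate controls were DMSO alone for no effect and ferristatin control at 100 nM for full effect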
MEX-5 binding: C. elegans MEX-5 TCR-2 RNA binding activity | Q9XUB2 | MEX-5/FITC-TCR2 RNA binding, fluorescence polarization; active compounds read low | activity score (negative = inhibition of binding), % at 10 µM | hit rate 0.38% among 300,000 | AID 1832;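 active = inhibition past about -25% in most replicates, and total fluorescence under double the plate's negative control median, limit read from the data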;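 note: 0% = DMSO and -100% = 5 µM competing unlabeled TCR2 RNA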
Target sequence (Q9XUB2 whole entry, looked up): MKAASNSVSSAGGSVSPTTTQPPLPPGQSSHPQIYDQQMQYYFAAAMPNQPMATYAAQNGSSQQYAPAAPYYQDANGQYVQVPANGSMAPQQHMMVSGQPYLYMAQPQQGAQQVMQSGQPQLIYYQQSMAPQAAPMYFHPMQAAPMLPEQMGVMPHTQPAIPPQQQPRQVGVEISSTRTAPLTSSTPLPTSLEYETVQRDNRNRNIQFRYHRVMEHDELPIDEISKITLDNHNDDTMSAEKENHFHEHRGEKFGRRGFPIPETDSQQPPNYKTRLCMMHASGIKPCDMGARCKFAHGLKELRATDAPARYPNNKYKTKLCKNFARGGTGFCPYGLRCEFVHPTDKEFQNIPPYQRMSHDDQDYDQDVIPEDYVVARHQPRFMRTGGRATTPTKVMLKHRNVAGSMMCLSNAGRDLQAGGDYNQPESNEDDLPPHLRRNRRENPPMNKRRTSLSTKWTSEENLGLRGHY
Fam108B counter: Fam108B inhibition, counter-screen for RBBP9 inhibitors | recombinant Fam108B, FP-Rh probe fluorescence polarization | inhibition, % at 9.51 µM | hit rate 0.33% among 300,000 | AID 1947;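 active = inhibition above the screen mean inhibition plus 3 SD, computed separately per campaign, cut at about 18% in these data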;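 note: inhibitors lower polarization as less probe binds the enzyme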
GLD-1 RNA inh: GLD-1-TGE RNA interaction inhibition (C. elegans). Q17339. purified GLD-1 + fluorescein TGE RNA, fluorescence polarization. inhibition, % at 5.96 µM. hit rate 0.44% among 320,000. AID 2280;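 active = percent inhibition above a per-plate cutoff, the plate mean of test compounds plus 3 SD, cut at about 30% in these data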;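 note: 0% = DMSO wells with GLD-1 and probe and 100% = wells lacking GLD-1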
Bcl-xL primary: Bcl-xL (human) inhibition. inhibition, % at 10.9 µM. Q07817. hit rate 0.7% among 320,000. GST-Bcl-xL / FITC-Bim BH3 peptide fluorescence polarization;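 active = inhibition above the mean of all tested compounds plus 3 SD, cutoff set per campaign, cut at about 30% in these data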;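 note: 0% = DMSO wells and 100% = unlabeled Bim-BH3 peptide competitor; inhibitors lower millipolarization by displacing the labeled peptide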
GSTO1 inh: blocks human GSTO1 in RBBP9 counter-screen; P78417; hit rate 1.1% among 300,000; AID 1974; inhibition, % at 5.96 µM; recombinant GSTO1, activity-based probe fluorescence polarization;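 active = inhibition above the campaign mean inhibition plus 3 SD, cut at about 35% in these data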;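 note: 0% = GSTO1-1 with DMSO and 100% = wells lacking GSTO1-1 enzyme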
Active calls of the source: *.

For O=C(Oc1ccc(=O)n(-c2ccccc2)n1)c1cccc(Cl)c1 the results were PAD4 inh -7, MCL1-BIM inh 7, PME-1 primary 4, TPT1 inh -1, MEX-5 binding 1.6, Fam108B counter 0, GLD-1 RNA inh 6, Bcl-xL primary 2 and GSTO1 inh 0.
Screening CCC(C)[C@H](NC(=O)C1CC(=O)N(c2ccc(OC)cc2)C1)C(=O)N1CCCCC1 (some centres not stated) returned PAD4 inh -4, MCL1-BIM inh 1, PME-1 primary -3, TPT1 inh -5, MEX-5 binding 0.2, Fam108B counter -2, GLD-1 RNA inh 1, Bcl-xL primary 10 and GSTO1 inh -2.
Screening O=C(NCC1CCCO1)C1CCCN(S(=O)(=O)c2ccc(F)cc2)C1 (configuration not stated) returned PAD4 inh -6, MCL1-BIM inh 2, PME-1 primary 6, TPT1 inh -2, MEX-5 binding -2.6, Fam108B counter 5, GLD-1 RNA inh -4, Bcl-xL primary 5 and GSTO1 inh 5.
For C=CCN(c1ccccc1OC)S(=O)(=O)c1ccc(Cl)c(C(=O)Nc2ccc(N3CCOCC3)cc2)c1 the results were PAD4 inh 0, MCL1-BIM inh -7, PME-1 primary 10, TPT1 inh 3, MEX-5 binding 4.6, Fam108B counter 2, GLD-1 RNA inh 4, Bcl-xL primary -6 and GSTO1 inh 5.
`COC(=O)c1ccc(NC(=O)C(C)N2C(=O)c3ccccc3C2=O)cc1` (configuration not stated) gave PAD4 inh 0, MCL1-BIM inh 4, PME-1 primary -7, TPT1 inh -2, MEX-5 binding 1.0, Fam108B counter -4, GLD-1 RNA inh 4, Bcl-xL primary 4 and GSTO1 inh 9.
C/C(=N\NC(=O)CCc1c(C)n[nH]c1C)c1ccc([N+](=O)[O-])cc1 was read as PAD4 inh -2, MCL1-BIM inh 7, PME-1 primary -1, TPT1 inh 0, MEX-5 binding 0.4, Fam108B counter 1, GLD-1 RNA inh 5, Bcl-xL primary 9 and GSTO1 inh 0.
Screening CCN1CCN(CCCNC(=O)CN2C(=O)c3cccnc3Oc3ccc(Cl)cc32)CC1 returned PAD4 inh -3, MCL1-BIM inh 7, PME-1 primary -3, TPT1 inh -2, MEX-5 binding -1.4, Fam108B counter -1, GLD-1 RNA inh -1, Bcl-xL primary 5 and GSTO1 inh 18.
Screening C=CCN1C(=O)CSc2ccc(C(=O)NC(C)c3ccccc3)cc21 (configuration not stated) returned PAD4 inh -2, MCL1-BIM inh -2, PME-1 primary 2, TPT1 inh 2, MEX-5 binding 2.3, Fam108B counter 1, GLD-1 RNA inh -10, Bcl-xL primary -1 and GSTO1 inh -1.
For COc1cccc(OCc2cc(/C=N/n3cncn3)ccc2OC)c1 the results were PAD4 inh 1, MCL1-BIM inh 3, PME-1 primary -6, TPT1 inh 3, MEX-5 binding 0.4, Fam108B counter -1, GLD-1 RNA inh 0, Bcl-xL primary 9 and GSTO1 inh -6.
COc1cc(NS(C)(=O)=O)cc(OC)c1OC was read as PAD4 inh 0, MCL1-BIM inh -5, PME-1 primary -5, TPT1 inh -1, MEX-5 binding 0.6, Fam108B counter 1, GLD-1 RNA inh -4, Bcl-xL primary 4 and GSTO1 inh 10.
For Cc1oc(-c2ccccc2F)nc1CSCC(=O)NC1CCC(C)CC1 (configuration not stated) the results were PAD4 inh -7, MCL1-BIM inh 2, PME-1 primary -6, TPT1 inh 0, MEX-5 binding -1.4, Fam108B counter -6, GLD-1 RNA inh 2, Bcl-xL primary 3 and GSTO1 inh -2.
`COc1ccc(N(C)S(=O)(=O)c2cccc(C(=O)Nc3cc(OC)ccc3OC)c2)cc1` gave PAD4 inh -1, MCL1-BIM inh 1, PME-1 primary 3, TPT1 inh -4, MEX-5 binding -1.2, Fam108B counter -1, GLD-1 RNA inh 2, Bcl-xL primary 1 and GSTO1 inh -7.
Screening Cc1cc(C)c(C(=O)O)c(Cl)n1 returned PAD4 inh 6, MCL1-BIM inh 13, PME-1 primary -6, TPT1 inh 1, MEX-5 binding -1.1, Fam108B counter 4, GLD-1 RNA inh 5, Bcl-xL primary 7 and GSTO1 inh 0.
Clc1ccc(-c2cc(C3CCNCC3)[nH]n2)c(Cl)c1 was read as PAD4 inh -6, MCL1-BIM inh 8, PME-1 primary 1, TPT1 inh -8, MEX-5 binding 1.3, Fam108B counter 4, GLD-1 RNA inh 6, Bcl-xL primary 7 and GSTO1 inh -1.
Cc1oc2c(c1C(=O)NCCO)CCCC2 was read as PAD4 inh 0, MCL1-BIM inh -2, PME-1 primary -3, TPT1 inh -8, MEX-5 binding 0.3, Fam108B counter 0, GLD-1 RNA inh 14, Bcl-xL primary 2 and GSTO1 inh 6.
For Cc1ccc(NC(=O)CNc2cccc(S(=O)(=O)N3CCCCC3)c2)cc1F the results were PAD4 inh -2, MCL1-BIM inh -4, PME-1 primary -2, TPT1 inh 0, MEX-5 binding -0.4, Fam108B counter -2, GLD-1 RNA inh 1, Bcl-xL primary -4 and GSTO1 inh -17.
`O=C(Cc1ccccc1)NNC1CC(=O)N(c2ccccc2)C1=O` (configuration not stated) gave PAD4 inh 4, MCL1-BIM inh 6, PME-1 primary -1, TPT1 inh 1, MEX-5 binding 1.1, Fam108B counter 1, GLD-1 RNA inh 4, Bcl-xL primary 8 and GSTO1 inh 2.
`N#C/C(=C\c1cccc2ccccc12)c1nn(-c2ccccc2)c(N)c1C#N` gave PAD4 inh -5, MCL1-BIM inh -2, PME-1 primary 1, TPT1 inh -1, MEX-5 binding -0.4, Fam108B counter -13, GLD-1 RNA inh -2, Bcl-xL primary 2 and GSTO1 inh 3.
COc1cc(OC)cc(C(=O)NC(=S)N2CCCCC2c2cccnc2)c1 (configuration not stated) was read as PAD4 inh -3, MCL1-BIM inh 4, PME-1 primary -7, TPT1 inh 1, MEX-5 binding -2.4, Fam108B counter 1, GLD-1 RNA inh -2, Bcl-xL primary 3 and GSTO1 inh -2.
Screening O=c1[nH]c(/C=C\c2cccc(F)c2)nc(O)c1[N+](=O)[O-] returned PAD4 inh -6, MCL1-BIM inh 4, PME-1 primary -2, TPT1 inh -1, MEX-5 binding -1.5, Fam108B counter 0, GLD-1 RNA inh -4, Bcl-xL primary 2 and GSTO1 inh -2.
Screening CC(=O)Nc1ccc(NC(=O)Cn2cnc3c(cnn3C(C)(C)C)c2=O)cc1 returned PAD4 inh -3, MCL1-BIM inh 7, PME-1 primary -1, TPT1 inh -4, MEX-5 binding -4.0, Fam108B counter -2, GLD-1 RNA inh -1, Bcl-xL primary 5 and GSTO1 inh 5.
Screening Cc1ccccc1C(=O)N1CCC(C(=O)OCc2nc(N)nc(Nc3ccccc3)n2)CC1 returned PAD4 inh 1, MCL1-BIM inh -11, PME-1 primary 5, GLD-1 RNA inh 0 and Bcl-xL primary -10.
Screening O=C(NCCCN1CCOCC1)c1c(O)c2ccccc2[nH]c1=O returned PAD4 inh -3, MCL1-BIM inh -5, PME-1 primary 1, TPT1 inh 2, MEX-5 binding 1.6, Fam108B counter 1, GLD-1 RNA inh -2, Bcl-xL primary -2 and GSTO1 inh 4.
O=C(CN1C(=O)NC2(CCCCCC2)C1=O)NCCc1ccc(F)cc1 was read as PAD4 inh -7, MCL1-BIM inh 4, PME-1 primary -2, GLD-1 RNA inh 1 and Bcl-xL primary 0.
COC(=O)c1cc(=O)n2c(-c3ccc(OC)cc3)csc2n1 was read as PAD4 inh 3, MCL1-BIM inh -4, PME-1 primary -5, TPT1 inh -3, MEX-5 binding 0.5, Fam108B counter 5, GLD-1 RNA inh 8, Bcl-xL primary 5 and GSTO1 inh 0.
Screening CCOc1ncccc1C(=O)OCC(=O)NCCc1ccc(OC)cc1 returned PAD4 inh -2, MCL1-BIM inh -2, PME-1 primary -5, TPT1 inh 0, MEX-5 binding 1.9, Fam108B counter 0, GLD-1 RNA inh -1, Bcl-xL primary 4 and GSTO1 inh 6.
`COc1ccc(S(=O)(=O)NCc2ccc3c(c2)OCO3)cc1OC` gave PAD4 inh -3, MCL1-BIM inh 2, PME-1 primary -2, TPT1 inh 0, MEX-5 binding 0.9, Fam108B counter -2, GLD-1 RNA inh -7, Bcl-xL primary 0 and GSTO1 inh 3.
Screening CC(C)NC(=O)c1cccc(C(F)(F)F)c1 returned PAD4 inh 2, MCL1-BIM inh -8, PME-1 primary 3, TPT1 inh -4, MEX-5 binding -1.8, Fam108B counter 1, GLD-1 RNA inh 7, Bcl-xL primary 0 and GSTO1 inh -2.
`Cc1ccc(C(C)(C)C)c(OCCCCN2CCCC2)c1` gave PAD4 inh 0, MCL1-BIM inh 10, PME-1 primary 5, TPT1 inh -1, MEX-5 binding -3.8, Fam108B counter 3, GLD-1 RNA inh 5, Bcl-xL primary 5 and GSTO1 inh -1.
`COc1cc(/C=N/NC(=O)CCOc2ccccc2C)cc(Br)c1O` gave PAD4 inh 0, MCL1-BIM inh 12, PME-1 primary 5, TPT1 inh 2, MEX-5 binding 0.7, Fam108B counter 3, GLD-1 RNA inh -7, Bcl-xL primary 1 and GSTO1 inh -4.
For CS(=O)(=O)N1CCC(C(=O)Nc2ccccc2)CC1 the results were PAD4 inh 2, MCL1-BIM inh 6, PME-1 primary -2, TPT1 inh 0, MEX-5 binding 2.3, Fam108B counter 5, GLD-1 RNA inh 2, Bcl-xL primary 7 and GSTO1 inh 13.
For Cc1cc(Cl)cc2sc(NC(=O)C3CC3)nc12 the results were PAD4 inh 1, MCL1-BIM inh -3, PME-1 primary -3, TPT1 inh 2, MEX-5 binding 1.7, Fam108B counter 2, GLD-1 RNA inh -8, Bcl-xL primary -1 and GSTO1 inh -2.
`CN(C)/C=C(\C#N)S(=O)(=O)c1ccc(Cl)cc1` gave PAD4 inh 0, MCL1-BIM inh 0, PME-1 primary 2, TPT1 inh -3, MEX-5 binding 0.9, Fam108B counter -1, GLD-1 RNA inh 11, Bcl-xL primary 0 and GSTO1 inh 3.
For Cc1cc(C)n(-c2nc(-c3ccccc3)cs2)n1 the results were PAD4 inh 1, MCL1-BIM inh -2, PME-1 primary -6, TPT1 inh -3, MEX-5 binding 0.3, Fam108B counter -3, GLD-1 RNA inh 2, Bcl-xL primary 0 and GSTO1 inh -4.
Cc1ccc(N(Cc2cc3ccccc3[nH]c2=O)C(=O)c2cccs2)cc1 was read as PAD4 inh 8, MCL1-BIM inh 2, PME-1 primary 7, TPT1 inh -1, MEX-5 binding 1.7, Fam108B counter -5, GLD-1 RNA inh 10, Bcl-xL primary 6 and GSTO1 inh 1.
Screening Cc1ccc(C)c(OCC(=O)N/N=C\c2cccn2C)c1 returned PAD4 inh -6, MCL1-BIM inh 3, PME-1 primary 1, TPT1 inh -4, MEX-5 binding 2.6, Fam108B counter 3, GLD-1 RNA inh -5, Bcl-xL primary 2 and GSTO1 inh -1.
For COc1ccc(-c2cccc(C(=O)Nc3cccc(C(=O)O)c3)c2)cc1 the results were PAD4 inh 0, MCL1-BIM inh -3, PME-1 primary -1, TPT1 inh -2, MEX-5 binding -4.1, Fam108B counter -1, GLD-1 RNA inh 7, Bcl-xL primary -1 and GSTO1 inh -12.

Screening data (PubChem BioAssay)

Some of the compounds tested; count on the stated rates, not on these rows.
